Assay outcomes deposited in PubChem BioAssay by National Center for Advancing Translational Sciences (NCATS).
12-LOX inh – Primary qHTS assay for inhibitors of human arachidonate 12S-lipoxygenase (ALOX12): Round 2. Polyunsaturated fatty acid lipoxygenase ALOX12 (Homo sapiens), P18054. hit rate 1.1% among 580,000. AID 1671190, 2021. purified 12hLO, xylenol orange hydroperoxide absorbance. Potency, µM (series often up to 108 µM), for inactives: at the top dose activity change, negative = inhibition, usual class: inhibitors; active means well fitted inhibition curve with a large enough effect; inconclusive means small, poorly fitted or top-dose-only effect, or another doubt; inactive means no such curve, though single readings can be large or run the other way
Target sequence (P18054 whole entry, looked up): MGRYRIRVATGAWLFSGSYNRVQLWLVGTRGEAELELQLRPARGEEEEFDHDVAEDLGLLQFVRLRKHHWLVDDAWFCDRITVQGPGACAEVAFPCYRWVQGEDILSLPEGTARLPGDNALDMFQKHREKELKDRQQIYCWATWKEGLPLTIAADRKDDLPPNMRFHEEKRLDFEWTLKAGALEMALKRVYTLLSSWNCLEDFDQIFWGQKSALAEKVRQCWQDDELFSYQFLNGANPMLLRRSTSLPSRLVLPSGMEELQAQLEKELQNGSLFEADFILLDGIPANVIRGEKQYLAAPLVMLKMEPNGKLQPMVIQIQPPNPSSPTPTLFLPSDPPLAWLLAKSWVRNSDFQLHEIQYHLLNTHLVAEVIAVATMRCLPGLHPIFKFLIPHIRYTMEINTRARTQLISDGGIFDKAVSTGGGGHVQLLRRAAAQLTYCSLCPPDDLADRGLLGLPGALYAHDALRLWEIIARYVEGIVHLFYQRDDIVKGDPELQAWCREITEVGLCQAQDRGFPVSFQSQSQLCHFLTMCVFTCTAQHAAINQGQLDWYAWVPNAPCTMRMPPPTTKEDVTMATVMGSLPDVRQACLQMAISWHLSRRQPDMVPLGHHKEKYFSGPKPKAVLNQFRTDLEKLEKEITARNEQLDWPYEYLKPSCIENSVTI
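Purified human 12hLO at 150 nM in 25 mM Hepes, 0.01% Triton X-100, pH 7.0, preincubated 15 min at room temperature with compound. Reaction started with 40 uM arachidonic acid, 30 min at room temperature. Hydroperoxide measured by Fe-xylenol orange, 573/405 nm absorbance ratio.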
* marks the source's active call; other numbers are inactive results; ? = inconclusive; [ ] = another dose, or the depositor's remark. On the % scale 0 is the no-effect control and ±100 the full control effect; potency means the concentration at half of the fitted maximal effect. An excerpt. The share of hits here may be higher or lower than overall.

SMILES | 12-LOX inh
C[C@@H]1CN(C(=O)OC(C)(C)C)CCN1c1ccc(Br)c(C#N)c1 | -0.5%
CC(C)(C)n1nnnc1C(c1cc2ccccc2o1)N1CCN(C(=O)OCc2ccccc2)CC1 (stereo not drawn) | -6.2%
COc1ccc(-c2cc(C[C@H]3CNCC[C@H]3CC(=O)NCc3ccc(F)cc3)no2)cc1 | -12.4%
COc1ccc(CN2CC(N3CCc4ccccc43)C2)cc1 | 11.7%[6.33 µM]
O=C(COc1cccc2ccccc12)Nc1nccs1 | -3.3%
COc1ccc([C@H]2C[C@@H](n3cc(COC(=O)c4ccccc4)nn3)[C@H](O)CN2C(=O)c2cccs2)cc1 | 2.5%
Fc1cccc(-c2nc(COc3ccccc3F)co2)c1 | 36.1%
CCC(C)NC(=O)Cn1ccn2nc3c(c2c1=O)CCCC3 (stereo not drawn) | 6.7%
COc1ccc(S(=O)(=O)Nc2ccc3oc(-c4ccccc4OC)cc(=O)c3c2)cc1 | -21.6%
COc1cc(CNC(=O)[C@@H]2C[C@H](c3ccc(F)cc3)N(Cc3csc(C)n3)C2)cc(OC)c1 | ?
COCc1nc(NCc2cn3cc(C)sc3n2)cc(C2CC(N)C2)n1 (stereo not drawn) | 18.7%
O=C(NCCc1ccc(F)cc1)C1CCN(c2ccc3nnc(C(F)(F)F)n3n2)CC1 | 3.1%
CC(C)CCN1CCN(c2nc3c(c(=O)[nH]c(=O)n3C)n2Cc2ccc(Cl)cc2)CC1 | ?
CCN(Cc1ccccc1)S(=O)(=O)c1ccc(S(N)(=O)=O)cc1 | ?
CCN(CC)C(CNC(=O)Nc1cccc(C(=O)N2CCCCC2)c1)c1ccsc1 (stereo not drawn) | ?
CCC(CC)C(=O)NC[C@@H]1C=C(C)[C@H](Cc2nc3ccccc3n2C)C[C@H]1C(C)C | -2.9%[176 µM]
CN(c1ccccc1)c1cc(=O)c2ccnc(N3CCN(c4ccccn4)CC3)c2o1 | -27.0%[176 µM]
CCOC(=O)c1cc2n(n1)CC(C)(C(=O)NC1CCCC1)N(c1ccc(C)c(F)c1)C2=O (stereo not drawn) | -0.3%
Cc1ccc(C2CC2C(=O)N(Cc2ccncc2)C2CC2)s1 (stereo not drawn) | 7.9%
COC(=O)[C@H]1[C@H](CO)[C@H]2Cn3c(cccc3=O)[C@H]2N1Cc1ccccc1Cl | ?
CCCSc1n[nH]c2nc3c(c(=O)n12)C(C)(CC)Cc1ccccc1-3 (stereo not drawn) | ?
COc1ccccc1-n1cnnc1SCC(=O)NC(C)c1cccc2ccccc12 (stereo not drawn) | 2.0%
O=C(C(=O)N1CCC(CNS(=O)(=O)c2ccc(F)cc2)CC1)c1cccs1 | -2.5%
CC(C)(C)NC(=O)N1CCCCCCNC(=O)[C@@H]2C[C@@H](c3nc(-c4cccnc4)no3)C[C@@H]21 | 32.0%
CCN1C(=O)C2CC3(CCN(C4CCOCC4)CC3)CN2C1=O (stereo not drawn) | 41.6%[activator]
Cc1cc(C)n(CC(=O)N2CC[C@@H]3CN(S(C)(=O)=O)[C@@H]3C2)n1 | 15.7%
CSc1ccc(C(C)NC(=O)C2CC2)cc1 (stereo not drawn) | 7.8%
CC(C)c1nc2nccc(-c3cc4ccccc4o3)n2n1 | 13.8%
CC(Sc1nc2cc(S(=O)(=O)N(C)C)ccc2o1)C(=O)NC12CC3CC(CC(C3)C1)C2 (stereo not drawn) | 0.0%
COc1ccc(-c2noc([C@@H](C)NC(=O)COc3ccccc3)c2C(=O)O)cc1 | 54.0%[activator][176 µM]

Taken from the entries so far, 2 compounds:
SMILES | 12-LOX inh
COc1ccccc1-n1cnnc1SCC(=O)NC(C)c1cccc2ccccc12 (stereo not drawn) | 2.0%
O=C(C(=O)N1CCC(CNS(=O)(=O)c2ccc(F)cc2)CC1)c1cccs1 | -2.5%

Remaining list, next part
SMILES | 12-LOX inh
Cc1noc(-c2cccn3c(CNC(=O)c4cccc(Cl)c4)nnc23)n1 | 73.9%[activator]
C[S+](=O)([O-])c1cccc(NC(=O)c2nnn3c2CN(Cc2cccc(Cl)c2)C(=O)CC3)c1 | 2.5%
COCCn1c(C)cc(C(=O)CSc2nc3ccc(Cl)cc3[nH]2)c1C | -25.3%
CCCCCn1nc(C(=O)NCc2ccco2)c2ccccc2c1=O | ?
Cc1ccc(C(=O)/C=C/N2CCCCC2)cc1 | ?
O=C1CC2(CCN(C(=O)CCn3cc(Cl)cn3)C2)C(=O)N1 (stereo not drawn) | 3.3%
O=C(NC[C@H]1Cn2c(-c3ccccc3)cnc2CO1)C1CCCC1 | 18.7%[176 µM]
CC(C)(C)c1ccc(S(=O)(=O)NC(=O)C2(C)CCN2C(=O)c2cccc3ccccc23)cc1 (stereo not drawn) | -12.3%
CC(=O)Nc1ccc(C(=O)COC(=O)c2ccccc2OCc2ccc(F)cc2)cc1 | -28.9%
O=C1Nc2ccccc2CN(Cc2ccc(Cl)cc2)C12CCNC2 (stereo not drawn) | 20µM*
COc1ccccc1N(CC(=O)NC1CCCC1)S(C)(=O)=O | 34.2%[activator]
CC(=O)Nc1cc(-c2cccc(C(=O)N(C)C)c2)cn2c(-c3ccccc3)cnc12 | -6.2%
COCCn1nc2n(c1=O)CCN(S(=O)(=O)c1c(C)nn(C)c1C)CC2 | 3.4%
COc1cc(OC)cc(C(=O)OCC(=O)NC2CCCCCCC2)c1 | 6.2%
CC(C)C1=NOC2(CCN(Cc3cccn3C)C2)C1 (stereo not drawn) | 1.5%[12.5 µM]
CO[C@H]1[C@H](NC(=O)c2cn(C)c3ccccc23)c2ccccc2C12CCNCC2 | 32.3%
CC(C)c1ccccc1OCC(=O)c1ccc2c(c1)N(CC(=O)N1CCCC1)C(=O)CO2 | 41.4%[activator]
O=C(O)CNS(=O)(=O)c1ccccc1Br | -30.8%
O=C(CSc1nc(-c2ccccc2)cc(=O)[nH]1)Nc1oncc1-c1ccccc1 | -10.6%
O=S(=O)(c1ccc(Cl)s1)N1CCC(n2cnnc2C2CC2)CC1 | ?

Quoted from the listing:
Under 12-LOX inh, CC(C)c1nc2nccc(-c3cc4ccccc4o3)n2n1 shows 13.8%
Under 12-LOX inh, CC(C)(C)c1ccc(S(=O)(=O)NC(=O)C2(C)CCN2C(=O)c2cccc3ccccc23)cc1 (stereo not drawn) shows -12.3%
Under 12-LOX inh, Cc1noc(-c2cccn3c(CNC(=O)c4cccc(Cl)c4)nnc23)n1 shows 73.9%[activator]

Continued:
SMILES | 12-LOX inh
COc1ccc2c(C)c(CC(=O)NCc3ccc(F)cc3)c(=O)oc2c1OC | 22.5%
Cc1cccnc1CN1CCN2C(=O)N(Cc3ccc(F)cc3)C[C@H]2C1 | 71.3%[activator][176 µM]
O=C(NCc1ccc(F)cc1)c1cc(-c2ccc[nH]2)n[nH]1 | ?
CN1CCCCC(NC(=O)c2ccccc2)C1=O (stereo not drawn) | -14.6%
CCOc1c(/C=C(\C#N)c2nc3ccccc3[nH]2)cccc1OC | 30.6%[activator]
COc1ccc(-c2nc3cc(C)ccc3cc2CN(C(=O)c2cc(C)nn2C)C2CC2)cc1OC | 11.7%
Fc1ccc(-c2noc([C@@H]3Cc4nc[nH]c4CN3Cc3cccs3)n2)cc1Cl | -25.1%[176 µM]
COc1ccccc1CN1CCC2(CCC(CNC(=O)c3ccccc3N(C)C)O2)CC1 (stereo not drawn) | 2.9%
O=C(NC1CCCC1)c1cc(-c2ccc(Cl)s2)nc2ccccc12 | ?
CC(C)c1ccccc1NC(=O)c1ccc2c(c1)NC(=O)CS2 | ?
O=C(NC(C(=O)Nc1ccccc1)C1CCN(C(=O)c2cccc(F)c2)CC1)c1ccc(F)cc1 (stereo not drawn) | 6.1%
Cc1ccc(O)c(N/C=C/C(=O)C(C)(C)C)c1 | ?
CCCc1c(-c2cccc(Cl)c2)ncn1CCc1ccccc1OC | -6.0%
COc1ccc2[nH]c3c(c2c1)CCNC31CCN(C(=O)c2cnccc2C)CC1 | 81.9%[activator]
CCNC(=O)N1CCCCCCNC(=O)[C@@H]2CCCC[C@@H]21 | 38.8%
COc1ccc(C(=O)N[C@@H]2CCC[C@@H]2C(=O)NCc2ccc(C)cc2)cn1 | 24.1%
O=C(c1cccs1)N1CCOCC2(CN(Cc3cc(F)cc(F)c3)C2)C1 | 46.0%[176 µM]
COc1ccccc1C(=O)N1CCC(n2cc(-c3nc(C(C)C)no3)nn2)CC1 | -4.8%
Cc1cnc(C(=O)N2CCCN(S(C)(=O)=O)c3ccccc32)cn1 | 37.8%[activator]
O=C(COc1ccccc1)N1CCCC(c2noc(COc3ccccc3F)n2)C1 (stereo not drawn) | 34.3%
Cc1cccc(OCCc2noc(C3CN(C(=O)C(C)C)C3)n2)c1 | 5.8%
CCc1ccc(-c2cc(C(=O)O)c3ccccc3n2)cc1 | -7.1%
O=C(COC(=O)c1ccc(Cl)c(S(=O)(=O)N2CCCCCC2)c1)Nc1cc(F)ccc1F | 7.6%
CN1CCC(N2CCC[C@@H](O)[C@H](NC(=O)c3ccc(OCC(N)=O)cc3)C2)CC1 | 52.9%[activator][176 µM]
Cc1cnc(CCNS(=O)(=O)c2cccc(F)c2)n1C(C)C | 19.2%
NCC1(N2CCOCC2)CCCCC1 | 10.2%[12.5 µM]
NCc1ccccc1-c1cccc(O)c1 | ?
CCn1cc(C(=O)NCCCN(C)S(C)(=O)=O)c2ccccc21 | 38.3%[activator]
CCN(CC)C(=O)NCc1cccnc1N1CCN(c2ccccn2)CC1 | -24.5%
CS(=O)(=O)N1C[C@@H](COCC2CC2)[C@H](c2ccccn2)C1 | 70.5%[activator]
Cc1cccc(Nc2nc(NC3CCCC3)nc3c2cnn3-c2ccccc2)c1 | 12.6%
COc1ccc(NC(=O)C2Cc3c(-c4ccc5c(c4)OCO5)ccnc3O2)cc1OC (stereo not drawn) | -6.3%
Cc1cnc(C(=O)N2CCC(c3noc(-c4cccnc4)n3)C2)cn1 (stereo not drawn) | 33.7%[activator]
CC1=C[C@@H](CNCc2ccco2)[C@H](C(C)C)C[C@H]1Cc1nnc(C(C)(C)C)o1 | 36.9%[activator][176 µM]
COc1ccc(OC)c(NC(=O)c2cc3c(N4CCSCC4)nc(C)cn3n2)c1 | 43.5%
O=C(CCl)NC(C(=O)O)(c1ccccc1)c1ccccc1 | ?
Cc1ccccc1NC(=O)c1nc2ccccc2nc1N1CCN(C)CC1 | 10.5%
COc1ccc(S(=O)(=O)N2CCOCC2)cc1NC(=O)CN1C(=O)NC2(CCC(C)CC2)C1=O (stereo not drawn) | 4.8%
CC1CCN(C(=O)C(=O)N2CCN(c3nc(-c4ccco4)c4c(c3C#N)CCCC4)CC2)CC1 | 31.6µM*
O=C(Cc1ccc2c(c1)OCO2)OCc1ccc2c(c1)OCO2 | -30.7%
Cc1ccc(C)c(S(=O)(=O)CCN2CCN(c3cccc(Cl)c3)CC2)c1 | -28.4%
Cn1cc(CN2CCC(C3(c4ccccn4)NC(=O)N(CC4CCCO4)C3=O)CC2)c2ccccc21 (stereo not drawn) | 1.3%
C=CCn1c(N2CCC(C(N)=O)CC2)nc2c1c(=O)n(C)c(=O)n2C | 16.4%
COCCN1C[C@@H](CO)O[C@@H](n2cnc3c(NCc4cc(OC)c(OC)c(OC)c4)ncnc32)C1 | -1.7%
COC1CCC12CCN(C(=O)c1ccnn1C)CC2 (stereo not drawn) | 0.1%
N#CCCn1cc(C(=O)CN2C(=O)NC(Cc3c[nH]c4ccccc34)C2=O)c2ccccc21 (stereo not drawn) | -23.3%
COc1ccc(CN2C[C@]3(C=C(C)Cn4c(=O)n(-c5ccccc5)c(=O)n43)N=C2NC(=O)c2ccccc2)c(OC)c1 | 41.0%[activator]
CCOC(=O)c1c(S(=O)(=O)NCC(=O)N2CCCC2)c(C)n(C)c1C | -17.5%
COc1ccccc1NS(=O)(=O)c1ccc2oc(SCCOc3ccc(F)cc3)nc2c1 | 1.3%
O=C(O)CCC(=O)N1CCN2C(=O)N(Cc3ccccc3)C[C@H]2C1 | -3.1%[176 µM]

Next part:
SMILES | 12-LOX inh
CC(C)CC1C(=O)N(Cc2cn(CCC3OCCCO3)nn2)CCS(=O)(=O)N1Cc1ccc(-c2cccc(N(C)C)c2)cc1 (stereo not drawn) | -11.7%
Cc1ccc(N2C(=O)[C@@H]3C[C@@H](NC(=O)c4cccn4C)CCN3C2=O)cc1 | 6.2%[176 µM]
CS(=O)(=O)N1CCn2c(nnc2C2CCNCC2)C1 | 6.9%[12.5 µM]
COc1cccc([C@@H]2CN(C(=O)CCc3n[nH]c(C)n3)C[C@H]2C(=O)O)c1 | 8.4%
CC[C@H]1CN(C(=O)Nc2cccc(OC)c2)CC[C@H]1CC(=O)N(C)CCC#N | ?
O=C(N[C@H]1CCN2C(=O)c3cc(/C=C/c4ccccc4)ccc3NC(=O)[C@H]12)c1cnccn1 | -14.1%[176 µM]
O=C(CCc1cc(=O)[nH]o1)N[C@H](c1ccccn1)C1CC(O)C1 (stereo partly drawn) | ?
COCCN(C)C(=O)c1cnn(-c2ncc3c(n2)-c2ccccc2CC3)c1C | 4.1%
COCc1cc(C)nc2sc3c(c12)NCN(c1cccc(OC)c1)C3=O | ?
Cc1occc1C(=O)NC(C)c1cccc(Cl)c1 (stereo not drawn) | -21.2%
Cc1nc(C)c(C(=O)N[C@@H]2CN(Cc3ccncc3)C[C@H]2CN(C)C)s1 | 82.9%[activator]
O=C(CCN1CCCCC1=O)N[C@H](C1CCNCC1)C1CC(O)C1 (stereo partly drawn) | 37.3%
